Screening results from PubChem BioAssay.
NR2F2 inh – NR2F2 transcriptional activity inhibitors, primary screen, cell-based, luciferase reporter, HEK293T, luminescence; inhibition, % at 8.6 µM; 0.7% of 370,000 active; COUP transcription factor 2 (Homo sapiens), P24468; HEK293T NGFI-A luciferase reporter;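 active = inhibition above a per-plate cutoff, mean inhibition of test wells between control levels plus 3 SD, cut at about 38% in these data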;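 also: cells cotransfected with COUP-TFII expression vector driving the NGFI-A reporter; 0% = median of COUP-TF2 test wells and 100% = reporter-only cells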
NCOA1 inh – SRC1 coactivator transcriptional activity inhibitors, primary screen, cell-based, luminescence; 0.12% of 360,000 active; inhibition, % at 3.6 µM; AID 588354, 2011; HEK293 GAL4-SRC1 luciferase reporter;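 active = inhibition above the campaign mean plus 3 SD, with each screening campaign given its own cutoff, cut at about 60% in these data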;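 also: 0% = DMSO treated cells and 100% = gossypol at 36 µM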
TROY NFkB inh – inhibitors of TROY-driven NF-kB signaling, primary screen, Q293 LMP1-TROYcd cells, NF-kB luciferase, uHTS; 0.98% of 360,000 active; Q293 LMP1-TROYcd NF-kB luciferase reporter, 4 h; inhibition, % at 10 µM;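 active = compounds whose plate-normalised and pattern-corrected inhibition of the luciferase reporter signal at the single screening dose is 50% or more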
C8 TRAIL sens – viability loss with TRAIL in NB7+C8 cells, primary screen, TRAIL sensitizer project, cell-based, ATPlite luminescence; inhibition (viability loss, TRAIL sensitization), % at 10 µM; 1% of 360,000 active; AID 624354, 2012;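 active = compounds causing at least 50% loss of cell viability in the single-dose screen, relative to plate controls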
TWEAK-Fn14 inh – inhibitors of TWEAK-Fn14 signaling, primary screen, luciferase reporter cells, uHTS; TWEAK-stimulated Fn14 reporter cells, luciferase luminescence, 8 h; inhibition, % at 10 µM; 2% of 360,000 active; AID 1159606, 2016; in the data active = inhibition above about 50%
NCOA3 inh – SRC3 coactivator transcriptional activity inhibitors, primary screen, cell-based, luminescence | Nuclear receptor coactivator 3 (Homo sapiens), Q9Y6Q9 | HEK293 GAL4-SRC3 luciferase reporter | inhibition, % at 3.6 µM | 0.17% of 360,000 active;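 active = inhibition above a per-campaign cutoff, the mean of all compounds plus 3 SD, cut at about 60% in these data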;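 also: 0% = DMSO-treated cells and 100% = gossypol-treated cells at 36 µM; higher means less SRC3-driven luciferase light from the GAL4 reporter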
LRH-1 inv ag – LRH-1 (NR5A2) inverse agonists, primary screen, cell-based, luminescence, HEK293T, StAR-luciferase reporter; Nuclear receptor subfamily 5 group A member 2 (Homo sapiens), O00482; LRH-1 transfected, 24 h; inhibition, % at 3.6 µM; 0.13% of 360,000 active; AID 602396, 2012;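 active = inhibition above the mean inhibition of all tested compounds plus 3 SD, cut at about 73% in these data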;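 also: 0% = DMSO wells and 100% = reporter-only cells lacking LRH-1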
Target sequence (O00482 whole entry, looked up): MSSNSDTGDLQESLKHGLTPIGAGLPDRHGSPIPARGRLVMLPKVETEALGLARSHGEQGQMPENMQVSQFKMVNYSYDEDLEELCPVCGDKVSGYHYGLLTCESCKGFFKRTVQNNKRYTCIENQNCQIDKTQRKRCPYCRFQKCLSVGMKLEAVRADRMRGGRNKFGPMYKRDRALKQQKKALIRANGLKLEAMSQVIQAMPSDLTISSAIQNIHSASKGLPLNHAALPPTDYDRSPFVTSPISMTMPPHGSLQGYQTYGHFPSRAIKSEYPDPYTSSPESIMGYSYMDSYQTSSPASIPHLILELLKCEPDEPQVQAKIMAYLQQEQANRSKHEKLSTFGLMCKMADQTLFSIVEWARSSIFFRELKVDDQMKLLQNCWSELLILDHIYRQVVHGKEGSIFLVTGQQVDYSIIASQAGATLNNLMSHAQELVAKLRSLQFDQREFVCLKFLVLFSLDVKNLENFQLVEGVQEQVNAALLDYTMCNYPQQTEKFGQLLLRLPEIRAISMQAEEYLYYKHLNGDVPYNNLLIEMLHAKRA
TLR9-MyD88 block – inhibitors of TLR9-MyD88 association in cells, primary screen, cell-based, CHO, BLA complementation, fluorescence; CCF4 FRET ratio; inhibition, % at 4.98 µM; 0.21% of 340,000 active;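 active = inhibition above the mean over all tested compounds plus 3 SD, cut at about 21% in these data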;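 also: 0% = DMSO only wells and 100% = clavulanate BLA inhibitor control wells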
LMP1 NFkB inh – EBV LMP1-driven NF-kappaB luciferase reporter inhibitors, primary screen, cell-based, luminescence, single point; LMP1-induced NF-kappaB luciferase reporter cells; inhibition, % at 12.5 µM; 0.69% of 350,000 active; AID 504558, 2011; in the data active = inhibition above about 41%;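 also: 0% = neutral control wells and 100% = reference inhibitor control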
SRC2 inh – inhibition of GAL4-SRC2 driven luciferase reporter, primary screen, SRC2 inhibitor project, cell-based, luminescence | Nuclear receptor coactivator 2 (Homo sapiens), Q15596 | HEK293 GAL4-SRC2 luciferase reporter | inhibition, % at 9 µM | 0.17% of 370,000 active;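 active = inhibition above the mean inhibition of all tested compounds plus 3 SD, set per campaign, cut at about 52% in these data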;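 also: 0% = DMSO treated cells and 100% = cells given Gossypol at 36 µM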
NOD2-RIPK2 inh – NOD2-RIPK2 binding disruptors in cells, primary screen, fluorescence, CHO cells, BLA complementation; inhibition, % at 4.98 µM; AID 624267, 2012; 0.38% of 360,000 active; Receptor-interacting serine/threonine-protein kinase 2 (Homo sapiens), O43353; CCF4 ratio; in the data active = inhibition above about 21%;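 also: 0% = vehicle only and 100% = reference blocker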
Target sequence (O43353 whole entry, looked up): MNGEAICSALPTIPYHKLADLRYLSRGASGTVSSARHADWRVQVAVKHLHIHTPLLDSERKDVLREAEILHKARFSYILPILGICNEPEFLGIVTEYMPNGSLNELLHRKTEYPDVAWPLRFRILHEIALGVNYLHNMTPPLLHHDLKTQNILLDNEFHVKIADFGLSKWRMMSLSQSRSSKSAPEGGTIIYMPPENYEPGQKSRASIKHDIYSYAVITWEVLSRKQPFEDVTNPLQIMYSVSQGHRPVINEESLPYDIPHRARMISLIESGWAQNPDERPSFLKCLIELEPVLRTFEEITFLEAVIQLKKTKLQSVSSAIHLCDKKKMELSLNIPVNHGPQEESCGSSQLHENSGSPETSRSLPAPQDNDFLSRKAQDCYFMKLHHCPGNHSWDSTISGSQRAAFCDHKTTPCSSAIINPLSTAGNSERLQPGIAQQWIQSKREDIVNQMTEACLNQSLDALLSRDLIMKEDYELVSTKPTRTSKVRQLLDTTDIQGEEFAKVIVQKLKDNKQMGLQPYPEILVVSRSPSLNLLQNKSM
* marks the source's active call; other numbers are inactive results.

For COCCCNC(=O)/C(C#N)=C/c1ccc(OCC(=O)O)c(OC)c1 the results were NR2F2 inh 13, NCOA1 inh -5, TROY NFkB inh 8, C8 TRAIL sens -2, TWEAK-Fn14 inh 1, NCOA3 inh -12, LRH-1 inv ag 9, TLR9-MyD88 block 1, LMP1 NFkB inh 7, SRC2 inh -8 and NOD2-RIPK2 inh 2.
O=C(N/N=C/c1cn(-c2cccs2)nc1-c1ccccc1)c1ccccc1Br was read as NR2F2 inh -49, NCOA1 inh -27, TROY NFkB inh -29, C8 TRAIL sens 3, TWEAK-Fn14 inh 41, NCOA3 inh -16, LRH-1 inv ag -34, TLR9-MyD88 block -9, LMP1 NFkB inh -42, SRC2 inh -22 and NOD2-RIPK2 inh 7.
For COc1cc(NC(=O)C/C(C)=N/NC(=O)c2cccs2)c(OC)cc1Cl the results were NR2F2 inh -48, NCOA1 inh -167, TROY NFkB inh -69, C8 TRAIL sens 29, TWEAK-Fn14 inh -27, NCOA3 inh -87, LRH-1 inv ag -114, TLR9-MyD88 block 1, LMP1 NFkB inh -13, SRC2 inh -53 and NOD2-RIPK2 inh -10.
Screening O=C1CCCC/C=C\C[C@H](CC(=O)N(CCO)Cc2ccccc2)C(=O)NCCO1 returned NR2F2 inh -16, NCOA1 inh 3, TROY NFkB inh 5, C8 TRAIL sens -4, TWEAK-Fn14 inh 0, NCOA3 inh -4, LRH-1 inv ag -2, TLR9-MyD88 block 6, LMP1 NFkB inh 7, SRC2 inh -2 and NOD2-RIPK2 inh -5.
`CC(C)(C)OC(=O)N[C@@H](Cc1ccccc1)C(=O)N1CCC(C(=O)O)CC1` gave NR2F2 inh 9, NCOA1 inh -8, TROY NFkB inh -6, C8 TRAIL sens -8, TWEAK-Fn14 inh 14, NCOA3 inh 24, LRH-1 inv ag 19, TLR9-MyD88 block 4, LMP1 NFkB inh -6, SRC2 inh 14 and NOD2-RIPK2 inh -6.
CC(C)N(C(=O)[C@H]1C[C@H](CC(=O)NCCC2=CCCCC2)C(=O)N2CCc3c([nH]c4cc(-c5ccco5)ccc34)[C@]12C)C(C)C was read as NR2F2 inh 18, NCOA1 inh 6, TROY NFkB inh -14, C8 TRAIL sens 3, TWEAK-Fn14 inh 30, NCOA3 inh -3, LRH-1 inv ag -8, TLR9-MyD88 block -4, LMP1 NFkB inh 4, SRC2 inh -30 and NOD2-RIPK2 inh -5.
`O=C(CNC(=O)c1ccc(F)cc1)Nc1ccccc1C(F)(F)F` gave NR2F2 inh -16, NCOA1 inh -17, TROY NFkB inh -1, C8 TRAIL sens 10, TWEAK-Fn14 inh -17, NCOA3 inh -3, LRH-1 inv ag -1, TLR9-MyD88 block -1, LMP1 NFkB inh -11, SRC2 inh -1 and NOD2-RIPK2 inh -3.
`N#CC1=C(SCc2ccccc2)NC2=C(C(=O)CCC2)C1c1ccc2c(c1)OCO2` (stereo unspecified) gave NR2F2 inh -9, NCOA1 inh -13, TROY NFkB inh -7, C8 TRAIL sens 16, TWEAK-Fn14 inh 2, NCOA3 inh 4, LRH-1 inv ag 1, TLR9-MyD88 block -2, LMP1 NFkB inh 2, SRC2 inh -20 and NOD2-RIPK2 inh -14.
`CCOC(=O)c1c(C)[nH]c(C(=O)CSc2ccc(Cl)cc2)c1C` gave NR2F2 inh -24, NCOA1 inh -69, TROY NFkB inh -27, C8 TRAIL sens 6, TWEAK-Fn14 inh -17, NCOA3 inh -52, LRH-1 inv ag -13, TLR9-MyD88 block 1, LMP1 NFkB inh -27, SRC2 inh -21 and NOD2-RIPK2 inh -6.
Screening COc1cnn(-c2ccc(Br)cc2)c(=O)c1SCc1ccccc1 returned NR2F2 inh -13, NCOA1 inh -2, TROY NFkB inh -55, C8 TRAIL sens 1, TWEAK-Fn14 inh -15, NCOA3 inh -20, LRH-1 inv ag -46, TLR9-MyD88 block -3, LMP1 NFkB inh -18, SRC2 inh -23 and NOD2-RIPK2 inh -8.
For CCC(=O)Nc1c2c(nn1-c1ccc(C)cc1)CS(=O)(=O)C2 the results were NCOA1 inh 10, TROY NFkB inh 0, C8 TRAIL sens -11, TWEAK-Fn14 inh 1, NCOA3 inh -7, LRH-1 inv ag 5, TLR9-MyD88 block -2, LMP1 NFkB inh -4 and NOD2-RIPK2 inh -6.
For Cc1ccc([N+](=O)[O-])cc1S(=O)(=O)NCCc1c(C)[nH]c2c(C)cccc12 the results were NR2F2 inh 13, NCOA1 inh 14, TROY NFkB inh -1, C8 TRAIL sens 4, TWEAK-Fn14 inh 10, NCOA3 inh 16, LRH-1 inv ag 17, TLR9-MyD88 block -5, LMP1 NFkB inh -5, SRC2 inh -7 and NOD2-RIPK2 inh 1.
`CCOC(=O)CSc1nnc(CNC(=O)c2ccc(OC)c(OC)c2)n1C` gave NR2F2 inh 6, NCOA1 inh -37, TROY NFkB inh 3, C8 TRAIL sens 4, TWEAK-Fn14 inh 0, NCOA3 inh 16, LRH-1 inv ag 0, TLR9-MyD88 block -2, LMP1 NFkB inh 6, SRC2 inh 11 and NOD2-RIPK2 inh -3.
Screening CCOC(=O)c1c(NC(=O)C2Cc3ccccc3C(=O)O2)sc2c1CCCC2 (stereo unspecified) returned NR2F2 inh -6, NCOA1 inh 23, TROY NFkB inh -8, C8 TRAIL sens -3, TWEAK-Fn14 inh -12, NCOA3 inh 3, LRH-1 inv ag 17, TLR9-MyD88 block 1, LMP1 NFkB inh 10, SRC2 inh -3 and NOD2-RIPK2 inh -1.
CC(=O)C[C@@H](O)CC(=O)[C@H]1OC(=O)CCCCCCCCc2ccccc21 was read as NR2F2 inh 12, NCOA1 inh 4, TROY NFkB inh -40, C8 TRAIL sens -13, TWEAK-Fn14 inh 20, NCOA3 inh -13, LRH-1 inv ag 15, TLR9-MyD88 block 0, LMP1 NFkB inh -21, SRC2 inh -15 and NOD2-RIPK2 inh -8.
Screening Cn1nnnc1SCc1ccc([N+](=O)[O-])cc1 returned NR2F2 inh -11, NCOA1 inh 10, TROY NFkB inh 9, C8 TRAIL sens 18, TWEAK-Fn14 inh 2, NCOA3 inh 15, LRH-1 inv ag 30, TLR9-MyD88 block -7, LMP1 NFkB inh 1, SRC2 inh -8 and NOD2-RIPK2 inh -6.
Screening COC(=O)C1=CO[C@@H](O[C@@H]2O[C@H](CO)[C@@H](O)[C@H](O)[C@H]2O)C2C1CC(O)O[C@H]2C (stereo partly specified) returned NR2F2 inh -12, NCOA1 inh -6, TROY NFkB inh -17, C8 TRAIL sens -8, TWEAK-Fn14 inh 11, NCOA3 inh 3, LRH-1 inv ag 11, TLR9-MyD88 block -2, LMP1 NFkB inh -31, SRC2 inh -9 and NOD2-RIPK2 inh 0.
Screening CC(C)(C)OC(=O)N1CCC(c2c(C(=O)NCC3CCN(C4CCCC4)C3)cnn2-c2ccccc2Cl)CC1 (stereo unspecified) returned NR2F2 inh -9, NCOA1 inh -6, TROY NFkB inh 8, C8 TRAIL sens 6, TWEAK-Fn14 inh -17, NCOA3 inh -32, LRH-1 inv ag 4, TLR9-MyD88 block -11, LMP1 NFkB inh -4, SRC2 inh 4 and NOD2-RIPK2 inh -5.
`Cc1ccccc1CSCC(=O)NC1CCCC1` gave NCOA1 inh -22, TROY NFkB inh -3, C8 TRAIL sens 7, TWEAK-Fn14 inh -10, NCOA3 inh -5, LRH-1 inv ag -20, TLR9-MyD88 block -1, LMP1 NFkB inh -5 and NOD2-RIPK2 inh -8.
O=C(COC(=O)c1ccccc1C(=O)OCC(=O)NCCc1c[nH]c2ccccc12)NCCc1c[nH]c2ccccc12 was read as NR2F2 inh -11, NCOA1 inh -17, TROY NFkB inh -2, C8 TRAIL sens 11, TWEAK-Fn14 inh 17, NCOA3 inh -8, LRH-1 inv ag -26, TLR9-MyD88 block -3, LMP1 NFkB inh 6, SRC2 inh 10 and NOD2-RIPK2 inh -3.
`COC(=O)c1cn(NC(=O)Cc2ccc(Cl)cc2)c(=O)c2ccccc12` gave NR2F2 inh 9, NCOA1 inh -8, TROY NFkB inh 3, C8 TRAIL sens 1, TWEAK-Fn14 inh -1, NCOA3 inh -6, LRH-1 inv ag -9, TLR9-MyD88 block 0, LMP1 NFkB inh 9, SRC2 inh 0 and NOD2-RIPK2 inh 1.
For Cc1cc(NC(=O)Cn2nc(C(=O)O)c3ccccc3c2=O)c([N+](=O)[O-])cc1C the results were NR2F2 inh -5, NCOA1 inh 5, TROY NFkB inh -6, C8 TRAIL sens -12, TWEAK-Fn14 inh 19, NCOA3 inh 5, LRH-1 inv ag 2, TLR9-MyD88 block -11, LMP1 NFkB inh -3, SRC2 inh -23 and NOD2-RIPK2 inh -2.
Screening COC(=O)C1=C(C)NC2=C(C(=O)CC(C)(C)C2)C1c1cnn(C)c1C (stereo unspecified) returned NR2F2 inh 3, NCOA1 inh 1, TROY NFkB inh 18, C8 TRAIL sens -4, TWEAK-Fn14 inh 17, NCOA3 inh 19, LRH-1 inv ag -18, TLR9-MyD88 block 4, LMP1 NFkB inh -1, SRC2 inh 4 and NOD2-RIPK2 inh 3.
For Cc1nn(C)cc1C(C)NC(=O)c1cc(COc2ccc(F)c(F)c2)on1 (stereo unspecified) the results were NR2F2 inh -20, NCOA1 inh 6, TROY NFkB inh -22, C8 TRAIL sens 4, TWEAK-Fn14 inh -18, NCOA3 inh -63, LRH-1 inv ag -29, TLR9-MyD88 block 4, LMP1 NFkB inh -3, SRC2 inh -23 and NOD2-RIPK2 inh -3.
Nc1cc2nn(-c3ccccc3)nc2cc1Cl was read as NR2F2 inh -60, NCOA1 inh -131, TROY NFkB inh -24, C8 TRAIL sens -4, TWEAK-Fn14 inh -5, NCOA3 inh -89, LRH-1 inv ag -126, TLR9-MyD88 block -6, LMP1 NFkB inh -67, SRC2 inh -49 and NOD2-RIPK2 inh -1.
For CC(=O)N/C(N)=N/c1nc(=O)c2ccccc2s1 the results were NR2F2 inh -18, NCOA1 inh -109, TROY NFkB inh -51, C8 TRAIL sens 12, TWEAK-Fn14 inh -1, NCOA3 inh -61, LRH-1 inv ag -128, TLR9-MyD88 block -1, LMP1 NFkB inh 2, SRC2 inh -72 and NOD2-RIPK2 inh 8.
Screening COC(=O)c1c(NS(=O)(=O)c2ccccc2)csc1C returned NR2F2 inh 9, NCOA1 inh -6, TROY NFkB inh -2, C8 TRAIL sens 8, TWEAK-Fn14 inh -7, NCOA3 inh 15, LRH-1 inv ag 1, TLR9-MyD88 block 3, LMP1 NFkB inh 1, SRC2 inh 17 and NOD2-RIPK2 inh 0.

Not all compounds are listed; the hit share may differ from the screen's.
